TNAP inh hi DEA – human TNAP enzyme inhibitors, primary screen, biochemical, luminescent, high phosphate acceptor level, uHTS | 0.03% of 200,000 active | purified TNAP, CDP-star luminescence, 1 M DEA | inhibition, % at 20 µM | AID 1135, 2008 | Alkaline phosphatase, tissue-nonspecific isozyme (Homo sapiens), P05186;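 active = over 50% inhibition of tissue-nonspecific alkaline phosphatase at 20 µM in the single-dose screen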;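 note: plate controls were DMSO wells for no effect and EDTA-quenched wells as full inhibition for full effect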
Target sequence (P05186 whole entry, looked up): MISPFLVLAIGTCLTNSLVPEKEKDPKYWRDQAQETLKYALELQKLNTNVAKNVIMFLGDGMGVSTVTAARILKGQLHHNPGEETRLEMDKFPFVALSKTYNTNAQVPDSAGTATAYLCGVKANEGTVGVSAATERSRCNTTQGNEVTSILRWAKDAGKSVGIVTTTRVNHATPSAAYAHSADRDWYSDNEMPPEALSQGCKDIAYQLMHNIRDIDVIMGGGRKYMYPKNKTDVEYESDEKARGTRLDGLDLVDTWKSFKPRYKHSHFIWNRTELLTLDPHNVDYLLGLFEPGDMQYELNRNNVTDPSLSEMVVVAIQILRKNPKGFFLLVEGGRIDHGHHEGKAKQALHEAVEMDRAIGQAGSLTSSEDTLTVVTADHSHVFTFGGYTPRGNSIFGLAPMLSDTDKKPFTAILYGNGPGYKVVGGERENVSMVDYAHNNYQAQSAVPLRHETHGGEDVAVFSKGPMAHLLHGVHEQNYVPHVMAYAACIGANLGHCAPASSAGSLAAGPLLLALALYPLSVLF
Efa HMGR inh – inhibitors of E. faecalis class II HMGR, primary screen, biochemical, Enterococcus faecalis; 0.41% of 190,000 active; inhibition, % at 10 µM; HMG-CoA reductase (Enterococcus faecalis, mvaE); purified E. faecalis HMGR, NADPH absorbance 340 nm kinetic; AID 1066, 2008;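 active = inhibition above a set limit, the median over all tested compounds plus 3 SD, cut at about 9.5% in these data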;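 note: enzyme runs in reverse so mevalonate oxidation gives rising NADPH absorbance; 0% = complete reaction with DMSO and 100% = background rate lacking mevalonate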
PMI act satM6P – human PMI activators, high substrate, primary screen, biochemical, fluorescence intensity, near-saturating mannose 6-phosphate; AID 1216, 2008; 0.34% of 190,000 active; activation factor at 20 µM; Mannose-6-phosphate isomerase (Homo sapiens), P34949; coupled PMI enzyme assay, resazurin fluorescence, 20 min; stronger effect = higher value; 1 = untreated enzyme, 0 = substrate-free blank;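 active = activation factor of 2 or more at 20 µM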
Target sequence (P34949 whole entry, looked up): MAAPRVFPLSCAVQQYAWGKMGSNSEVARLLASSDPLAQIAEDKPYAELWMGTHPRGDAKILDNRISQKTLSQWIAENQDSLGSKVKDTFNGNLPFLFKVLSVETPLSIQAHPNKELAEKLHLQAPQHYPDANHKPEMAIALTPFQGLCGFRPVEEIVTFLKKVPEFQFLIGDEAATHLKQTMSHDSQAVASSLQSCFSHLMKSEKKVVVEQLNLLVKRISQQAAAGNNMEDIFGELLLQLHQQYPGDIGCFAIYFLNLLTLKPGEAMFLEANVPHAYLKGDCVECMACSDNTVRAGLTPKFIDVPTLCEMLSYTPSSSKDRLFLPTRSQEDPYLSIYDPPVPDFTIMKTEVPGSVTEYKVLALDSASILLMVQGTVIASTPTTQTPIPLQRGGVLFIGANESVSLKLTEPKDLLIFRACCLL
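Material: human phosphomannose isomerase with PGI, G6PDH, diaphorase coupling enzymes / Reagent: Man-6-P substrate 1.0 mM / Dosing: single compound dose of 20 µM, 1% DMSO final / Incubation: enzyme reaction with compound 20 min at room temperature / Signal: resorufin fluorescence (Ex 544/Em 590 nm) from resazurin via diaphorase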
TNAP inh noacc – human TNAP enzyme inhibitors, primary screen, biochemical, luminescent, no phosphate acceptor, uHTS. purified TNAP, CDP-star luminescence, 30 min. inhibition, % at 20 µM. AID 1012, 2008. 0.26% of 200,000 active;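 active = tissue-nonspecific alkaline phosphatase inhibition above about 50% at 20 µM in the single-dose screen, limit read from the data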;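 note: 0% = DMSO negative control and 100% = EDTA positive control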
Diaph act CS – compounds boosting diaphorase resazurin reduction – biochemical, uHTS, resorufin fluorescence, counter-screen for diaphorase-coupled primary assays, primary screen; activation factor at 20 µM; 0.005% of 190,000 active; Diaphorase/resazurin coupled assay, 16 min; stronger effect = higher value; 1 = vehicle wells, 0 = NADH-free wells;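 active = diaphorase activity raised at least twofold by the compound at 20 µM; inactive = activation factor below 2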
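Assay system: Purified diaphorase enzyme from Clostridium kluyveri | Amount: Enzyme 0.07 U/mL final | Dosing: Compound 20 µM once, DMSO 1% | Timing: 16 min reaction at room temperature | Detection: Fluorescence, excitation 544 nm and emission 590 nm | Evaluation: Higher resorufin formation from activation or reduction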
TNAP act hi DEA – TNAP activators at high phosphate acceptor level, primary screen, biochemical, luminescence, uHTS; activation factor at 20 µM; 200,000 tested, under 10 active; purified TNAP, CDP-star luminescence, 1 M DEA, 30 min; stronger effect = higher value; 0 = EDTA background, 1 = DMSO-only activity; AID 1136, 2008; Alkaline phosphatase, tissue-nonspecific isozyme (Homo sapiens), P05186;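 active = activation factor at least 2 at 20 µM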
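Test system – human TNAP · Doses – 20 µM single point · Incubation – 30 min, room temperature · Signal – luminescent substrate turnover signal · Read-out basis – activation factor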
PMI act – activators of human PMI, primary screen, biochemical, fluorescence intensity, near-Km mannose 6-phosphate | Mannose-6-phosphate isomerase (Homo sapiens), P34949 | purified human PMI, coupled resazurin fluorescence, 20 min; stronger effect = higher value; 1 = vehicle control, 0 substrate-free wells | activation factor at 20 µM | 0.005% of 190,000 active;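 active = activation factor of 2 or more at 20 µM, relative to plate controls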
G6PDH CS – L. mesenteroides G6PDH inhibitors, counter-screen for G6PDH-coupled screening assays, biochemical, Leuconostoc mesenteroides enzyme. glucose-6-phosphate dehydrogenase [Leuconostoc mesenteroides]. 0.12% of 200,000 active. Purified L. mesenteroides G6PDH, diaphorase/resazurin coupled fluorescence, 45 min. inhibition, % at 5 µM; in the data active = inhibition above about 50%
Diaph inh CS – diaphorase inhibitors and chemical oxidizers, primary screen, counter-screen for diaphorase-coupled primary assays, biochemical, uHTS, resorufin fluorescence; diaphorase resazurin-to-resorufin fluorescence, NADH, 16 min; bacterial (C. kluyveri) enzyme, not human; inhibition, % at 20 µM; 0.69% of 190,000 active;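 active = primary screen inhibition at 20 µM above a set limit, cut at about 50% in these data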;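 note: plate controls were DMSO with full reaction for no effect and wells lacking NADH for full effect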
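Test system: bacterial diaphorase enzyme (C. kluyveri); Quantity: 0.14 U/mL diaphorase, enzyme working solution; Times: reaction incubation of 16 min at room temperature; Measured by: fluorescence of resorufin formed from resazurin, Ex 544/Em 590 nm; Benchmarks: positive control minus NADH, DMSO neutral control.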
FLuc stim CS – FLuc activators, initial screening, artefact control for FLuc-dependent activation tests, biochemical, ATPlite luminescence. activation factor at 10 µM. 200,000 tested, under 10 active. AID 1027, 2008. ATPlite luciferase biochemical, 10 min; 0 = ATP-free wells, 1 = DMSO control. Luciferin 4-monooxygenase (Photinus pyralis), P08659;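 active = luciferase activation factor, scaled between plate controls, of at least 2 with compound at 10 µM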
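Assay system: Luciferase/luciferin detection reagent, cell-free biochemical luciferase assay / Also added: ATP substrate / Schedule: 10 min at ambient temperature / Measured by: luminescence measurement of luciferase light output / Benchmarks: low control with PBS replacing ATP, high control enzyme plus ATP without compound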
* = called active by the depositor; · = no result given; & = joins results of further samples.

Each structure is followed by: TNAP inh hi DEA	Efa HMGR inh	PMI act satM6P	TNAP inh noacc	Diaph act CS	TNAP act hi DEA	PMI act	G6PDH CS	Diaph inh CS	FLuc stim CS
#1 C[C@]1(C(=O)NCCN2CCOCC2)C=C[C@@H](Cc2ccccc2)N1C(=O)c1ccccc1
→ -5	-7	1	-7	0.9	1.1	1	17	14	1
#2 CCCCC(C(=O)O)C(C)CC(=O)NNC(=O)c1ccco1 (stereo not drawn)
→ -6	4	1.1	-6	1.2	1.1	1.1	1	-21	1
#3 CCOC(=O)c1sc(NC(=O)CSc2nncs2)c(C(=O)OCC)c1C
→ -3	-8	1	-2	1	1	1	8	3	1.1
#4 Cc1ccc(C2CC(=O)N3CN(Cc4ccco4)CSC3=C2C#N)cc1 (stereo not drawn)
→ -4	·	0.4	-8	0.6	1	0.7	29	37	0.9
#5 O=C(C1=C[C@@H](c2ccccc2)C[C@@H](OCCCCO)O1)N1CCN(Cc2ccc3c(c2)OCO3)CC1
→ -5	6	0.9	-3	0.8	1.1	0.9	6	17	1
#6 O=C(NCc1cccs1)C1CCN(S(=O)(=O)c2cccs2)CC1
→ 1	0	1	-7	1.1	1	1.1	5	-7	1
#7 COc1cc(C(=O)N2CCN(c3ccccc3)CC2)c([N+](=O)[O-])cc1OC
→ -2	-11	0.9	-4	0.9	1	0.9	4	8	1
#8 O=C(O)CSc1nnc(CSc2nc3ccccc3s2)n1-c1ccccc1
→ -5	11*	1.1	-6	0.9	1.1	1.2	0	11	1
#9 CC(C)(C)c1ccc(S(=O)(=O)N2CCCC2C(=O)N2CCOCC2)cc1 (stereo not drawn)
→ 0	-2	1	-6	1	1	1	11	1	1
#10 Cc1cc(NC(=O)COC(=O)[C@H](Cc2c[nH]c3ccccc23)NC(=O)c2ccc(F)cc2)no1
→ -4	2	1	-8	1	1	0.9	3	4	1
#11 COc1cc(-n2c(=O)c3ccccc3n(Cc3cc(=O)n4ccccc4n3)c2=O)cc(OC)c1OC
→ 4	-2	0.9	-22	0.9	1	0.9	-5	7	1
#12 COC(=O)c1ccc(CSc2nnc(SCc3ccc(C(=O)OC)o3)s2)o1
→ -1	-6	0.9	-13	0.8	1	0.9	4	25	1
#13 CCC1C=C(c2ccccc2)C=CN=C1N(CC)CC (stereo not drawn)
→ -5	-3	0.8	-6	0.8	1	0.9	-1	23	1.1
#14 Cc1cn(S(=O)(=O)c2ccccc2[N+](=O)[O-])cn1
→ -1	1	1.1	-3	1	1	1.1	-1	-1	1
#15 O=C(/C=C/c1ccc([N+](=O)[O-])cc1)NCC1CCCO1 (stereo not drawn)
→ -3	-2	1	-10	0.9	1	1	-1	5	1
#16 CCCCc1ccc(NC(=O)N[C@H](C(=O)O)C(C)C)cc1
→ -2	-1	1	-13	0.8	1	1	-2	22	1
#17 O=c1c(-c2ccccc2)nc(-c2ccccc2)cn1O
→ -3	-3	1	0	0.9	1	1	0	10	1
#18 CC(=O)c1ccc(NC(=S)N2CCC(O)CC2)cc1
→ -2	-1	1	-8	1.1	1	0.9	-11	-11	1
#19 C/C(Cl)=C\Cn1c(O)c(N=NC(N)=S)c2ccccc21
→ 5	1	0.9	12	0.7	1	0.8	6	26	1.1
#20 COc1cc(-c2nnc(-c3cccs3)o2)cc(OC)c1OC
→ -3	-4	1	-4	1	1	0.9	1	0	1
#21 Cn1cc(CNCc2ccc(-n3cccn3)cc2)c(-c2ccccc2F)n1
→ -4	-10	1	-8	0.9	1	1	5	10	1
#22 CN1C(C(=O)Nc2ccccn2)=C(O)c2ccccc2S1(=O)=O
→ -1&-6	6&1	1&1.1	-9&-7	1&1.1	1&1.1	1.1&1.2	-1&7	4&-10	1&1
#23 Cc1nc2ncnn2c(C)c1CCC(=O)NCCCN1CCN(c2cccc(Cl)c2)CC1
→ -3	2	0.9	-9	0.9	1	0.9	-9	5	1.1
#24 CCCC(=O)Nc1nc(-c2ccccc2)ns1
→ -2	-1	1	-8	0.9	1	0.9	2	10	0.9
#25 Cc1cc(C2=NNC(=Nc3ccccc3)SC2)c(C)n1C
→ 3	2	2*	-10	1.1	1	1.8	-2	-14	0.4
#26 CCc1cccc(CC)c1N(COC)C(=O)Cn1c(C(C)O)nc2ccccc21 (stereo not drawn)
→ 4	-1	1.1	4	0.9	1	1.1	-2	9	1
#27 FC(F)Oc1ccccc1NC(=S)Nc1cccc(Cl)c1Cl
→ 5	-11	0.9	11	0.9	1	0.8	19	12	1
#28 O=c1cc(CN2CCN(S(=O)(=O)c3ccccc3)CC2)nc2sccn12
→ 3	-3	1	-5	1	1	1.1	1	0	1
#29 FC(F)(F)c1cc(-c2ccccc2)nc2ncnn12
→ -3	1	1	-10	1	1	1.1	2	2	1.1
#30 Nc1nc2ccccc2n1C(=O)c1cccs1
→ 1	-1	1	-38	1	1	1.1	-1	1	0.3
#31 Cc1cccc(N2CCN(Cc3ccoc3)CC2)c1C
→ -6	-8	1	-6	0.8	1.1	0.9	2	22	1
#32 Cc1ccc(NS(=O)(=O)c2ccc(OCC(=O)NCc3cccnc3)cc2)cc1
→ 6	-2	1	0	0.9	0.9	0.9	-4	12	1
#33 CC(Oc1ccc(Cl)cc1Cl)C(=O)Nc1cccnc1 (stereo not drawn)
→ -3	-7	1.1	-7	1.1	1	1	0	-7	1
#34 CCOCCc1nnc(NC(=O)Cc2c(F)cccc2Cl)s1
→ -7	-5	1.1	-1	1	1.1	1.1	13	-2	1.1
#35 CCN(CC)S(=O)(=O)c1cc(NC(=O)CSc2nc3c(cc2C#N)C(=O)CC(C)(C)C3)ccc1C
→ 2	0	1	-8	0.9	1	1.1	0	14	1
#36 N#Cc1c(Nc2ccccc2)sc(C(=O)c2ccccc2)c1N
→ -1	3	1.2	-1	1.1	1	1.1	-18	-11	1
#37 CCSc1nc2n(n1)C(c1cccc(F)c1)C1=C(CCCC1=O)N2 (stereo not drawn)
→ -9	-2	1	1	0.9	1.1	1	-1	12	1.1
#38 CN1C(=O)C2(Oc3ccccc3C3CC(c4ccccc4)=NN32)c2ccccc21 (stereo not drawn)
→ -3	-2	0.8	10	0.8	1	0.9	4	22	1.1
#39 Cn1ccnc1SCC(=O)Nc1nc2c(F)c(F)c(F)cc2s1
→ -3	2	0.9	-7	1	1	0.9	2	4	1.1
#40 CC1=C(C(=O)OCC2CCCO2)C(c2ccc(C)o2)C2=C(CC(c3ccc(N(C)C)cc3)CC2=O)N1 (stereo not drawn)
→ -2	-4	1.2	1	0.7	1	1	-34	29	1.1
#41 CN(C(=O)CN1CCC(NC(=O)C2CCCCC2)CC1)C1CCCCC1
→ 1	-4	1	-7	0.9	1	0.9	14	7	1
#42 CC(=O)N1c2ccccc2N(Cc2ccc([N+](=O)[O-])cc2)C(=O)C1(C)C
→ -2	-2	1	-9	0.9	1	1	4	12	1
#43 O=[N+]([O-])c1ccccc1CN1CCN(Cc2c[nH]c3ccccc23)CC1
→ -3	4	0.9	-4	0.8	1	1	4	19	1
#44 O=C(Cn1nnc(-c2ccc(N3CCOCC3)cc2)n1)OC1CCCCC1
→ 4	-6	0.9	1	0.8	1	0.9	7	18	0.9
#45 CCOc1ccccc1Nc1nc2ccccc2n2cnnc12
→ -6	-6	1.1	-7	1.1	1.1	1.1	13	-6	1.1
#46 Cc1ccc2[nH]c3c(=O)n(Cc4ccccn4)cnc3c2c1
→ -1	0	1	-8	0.9	1	1	-14	7	1.1
#47 O=C(CSc1nnc(CNc2cccc(C(F)(F)F)c2)n1Cc1ccco1)NCc1ccco1
→ -3	-2	1	-8	1.1	1	1.1	5	-6	1

Two compounds drawn at random from those above, as already listed:
Each structure is followed by: TNAP inh hi DEA	Efa HMGR inh	PMI act satM6P	TNAP inh noacc	Diaph act CS	TNAP act hi DEA	PMI act	G6PDH CS	Diaph inh CS	FLuc stim CS
#41 CN(C(=O)CN1CCC(NC(=O)C2CCCCC2)CC1)C1CCCCC1
→ 1	-4	1	-7	0.9	1	0.9	14	7	1
#33 CC(Oc1ccc(Cl)cc1Cl)C(=O)Nc1cccnc1 (stereo not drawn)
→ -3	-7	1.1	-7	1.1	1	1	0	-7	1

Compounds as they come. About 1.7% of those tested had a hit in this group.
